PLC-gamma1 inh = inhibitors of human phospholipase C gamma1; AID 720700; actives 0.84% (n = 370,000); inhibition, % at 12.2 µM; purified PLC-gamma1, fluorogenic substrate, fluorescence; in the data active = inhibition above about 9.5%
Tn6 DDE FP = inhibitors of Tn6 peptide binding to human fibrin DD(E) | inhibition, % at 8.3 µM | AID 720509 | Fibrin DD(E) TRITC-Tn6 fluorescence polarization displacement | actives 0.21% (n = 370,000) | P02675;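 active = inhibition above a per-campaign cutoff: mean of compounds within control limits plus 3 SD, cut at about 15% in these data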;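 note: 0% = median of all compound wells on the plate and 100% = blocking peptide control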
SIAE primary = blocks human sialic acid acetylesterase. Q9HAT2. inhibition, % at 9.66 µM. actives 0.69% (n = 370,000). SIAE FP-Rh probe binding, fluorescence polarization;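 active = inhibition above a cutoff: mean of compounds within the control limits plus 3 SD of those, cut at about 17% in these data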;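 note: 0% = plate median of compound wells and 100% = probe without SIAE protein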
ASAP1 inh = blocks human ASAP1-stimulated Arf1 GTP hydrolysis; Q9ULH1; GDP FP detection; inhibition, % at 16.5 µM; actives 0.19% (n = 360,000); AID 624377; in the data active = inhibition above about 25%;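 note: 0% = vehicle with enzyme and substrate and 100% = no enzyme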
ADAM10 inh = ADAM10 inhibition, QFRET primary screen; O14672; recombinant ADAM10, EDANS/DABCYL FRET peptide cleavage, 3 h; inhibition, % at 7 µM; actives 0.62% (n = 370,000); AID 720582;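 active = inhibition above a per-campaign cutoff equal to the mean of compounds falling between control-based bounds plus 3 SD, cut at about 20% in these data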;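 note: 0% = DMSO wells while the 100% control is not disclosed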
PLC-beta3 inh = blocks human PLC-beta3 enzyme activity; Purified PLC-beta3, fluorogenic substrate, fluorescence; Q01970; actives 0.18% (n = 370,000); inhibition, % at 12.2 µM; in the data active = inhibition above about 11%;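 note: 0% = median of compound wells on plate and 100% = full blocker control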
Target sequence (Q01970 whole entry, looked up): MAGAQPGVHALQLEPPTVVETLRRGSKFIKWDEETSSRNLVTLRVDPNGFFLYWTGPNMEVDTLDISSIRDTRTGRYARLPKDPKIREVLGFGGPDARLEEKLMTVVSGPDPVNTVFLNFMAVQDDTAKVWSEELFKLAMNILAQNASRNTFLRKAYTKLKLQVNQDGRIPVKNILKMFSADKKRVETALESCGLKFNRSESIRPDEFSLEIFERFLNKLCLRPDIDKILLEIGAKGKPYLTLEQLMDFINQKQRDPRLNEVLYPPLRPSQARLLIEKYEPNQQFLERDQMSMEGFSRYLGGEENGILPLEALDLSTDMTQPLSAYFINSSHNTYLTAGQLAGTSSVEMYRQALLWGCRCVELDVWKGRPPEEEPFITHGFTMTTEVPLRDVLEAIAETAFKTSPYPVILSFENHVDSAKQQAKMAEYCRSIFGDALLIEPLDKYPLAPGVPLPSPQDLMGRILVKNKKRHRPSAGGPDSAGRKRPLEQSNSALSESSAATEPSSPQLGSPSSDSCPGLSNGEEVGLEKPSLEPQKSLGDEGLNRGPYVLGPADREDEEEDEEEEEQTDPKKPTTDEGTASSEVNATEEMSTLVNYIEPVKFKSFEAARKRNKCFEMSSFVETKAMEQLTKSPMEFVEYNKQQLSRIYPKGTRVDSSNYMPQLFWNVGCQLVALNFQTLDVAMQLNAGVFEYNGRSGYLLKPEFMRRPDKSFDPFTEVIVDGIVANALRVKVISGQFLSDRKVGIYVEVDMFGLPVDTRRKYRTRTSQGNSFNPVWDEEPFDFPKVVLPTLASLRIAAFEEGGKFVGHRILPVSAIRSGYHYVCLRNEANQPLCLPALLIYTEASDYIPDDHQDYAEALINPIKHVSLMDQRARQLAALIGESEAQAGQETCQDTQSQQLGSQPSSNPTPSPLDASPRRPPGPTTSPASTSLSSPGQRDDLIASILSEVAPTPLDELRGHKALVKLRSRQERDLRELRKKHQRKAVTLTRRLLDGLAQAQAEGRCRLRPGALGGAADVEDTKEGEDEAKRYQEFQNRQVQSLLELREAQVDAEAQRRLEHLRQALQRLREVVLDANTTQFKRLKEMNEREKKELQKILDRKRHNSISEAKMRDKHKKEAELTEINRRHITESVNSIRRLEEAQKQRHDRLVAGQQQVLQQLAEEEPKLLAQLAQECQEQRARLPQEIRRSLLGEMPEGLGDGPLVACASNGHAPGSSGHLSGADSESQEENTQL
Tn7 DDE FP = inhibitors of Tn7 peptide binding to human fibrin DD(E) | P02675 | FP displacement of FITC-Tn7 peptide from fibrin DD(E); 0% = median of compound wells per plate | inhibition, % at 8.3 µM | actives 0.13% (n = 370,000);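 active = inhibition above the mean of compounds falling within the control limits plus 3 SD of them, cut at about 14% in these data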;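 note: 0% = plate median of compound wells and 100% = 10 µM Aha-Tn7 peptide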
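Test system: human clot-derived fibrin DD(E) complex / Quantity: 2 µM final DD(E) protein / Incubation: 10 min plus 3 h, room temperature / Measured by: fluorescence polarization / Benchmarks: high control of 10 µM Aha-Tn7 peptide / Replicates: singlicate testing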
ARFGAP1 inhibitor = inhibitors of rat ARFGAP1; Arfgap1-stimulated ARF1 GTP hydrolysis, GDP FP detection; Q62848; AID 651572; inhibition, % at 16.5 µM; actives 0.26% (n = 360,000);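 active = inhibition above a per-plate limit, mean inhibition of low control wells plus 3 SD, cut at about 25% in these data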;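 note: 0% = DMSO wells with enzyme and 100% = wells lacking Arfgap1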
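Repeats: one replicate per compound; assay system: rat Arfgap1 catalytic domain, aa 1-136; times: enzyme reaction 120 min at 25 °C after 20 min preincubation; detection: FP of antibody-bound GDP Alexa 633 tracer, ex 620/em 688 nm; benchmarks: high control wells lacking Arfgap1, low control full reaction with DMSO; reagent: human ARF1(Δ1-17)-GTP substrate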
TDP2 absorb = blocks human TDP2 phosphodiesterase activity | O95551 | recombinant TDP2, T5PNP hydrolysis, p-nitrophenol absorbance 415 nm | inhibition, % at 12.8 µM | actives 0.34% (n = 370,000) | AID 720702;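 active = inhibition above the mean of all tested compounds plus 3 SD, set per campaign, cut at about 25% in these data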;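 note: 0% = DMSO with enzyme and 100% = buffer with substrate but no TDP2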
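Test system: human TDP2 enzyme; Input: 120 nM TDP2 per well; Buffer or medium: Mg2+-containing Tris-HCl buffer, pH 7.5; Reagent: 5 mM T5PNP; Dosing: 12.8 µM single point, 1% DMSO; Incubation: reaction 2 h, 37 °C; Detection: p-Nitrophenol epi absorbance; Read-out: % inhibition relative to enzyme-containing and enzyme-free wells; Replicates: single well per compound.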
ADAM17 inh = ADAM17 inhibition, QFRET primary screen. recombinant ADAM17, EDANS/DABCYL FRET peptide cleavage. inhibition, % at 6.95 µM. actives 0.83% (n = 370,000);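 active = inhibition above the mean of compounds lying between control limits plus 3 SD, set per campaign, cut at about 8.5% in these data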;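 note: 0% = DMSO-only wells as the low control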
Starred values were filed as active, the others as inactive; i = inactive; · = no result given.

Second line of a record – ADAM10 inh, Tn7 DDE FP, PLC-gamma1 inh, TDP2 absorb, ASAP1 inh, PLC-beta3 inh, SIAE primary, Tn6 DDE FP, ARFGAP1 inhibitor, ADAM17 inh
COc1ccc(/C=C/C(=O)Nc2nc(C)c(C(=O)N(C)C)s2)cc1OC
    -76, -4, -111, -6, 11, -129, -6, 6, 9, -21
O=C(COc1ccccc1-c1ccccc1)NCCN1C(=O)S/C(=C\c2cccnc2)C1=O
    6, 0, 1, 9, 1, 2, -4, -11, -6, 2
CC1CN(C(=O)c2cccc(S(=O)(=O)NCc3ccccc3)c2)CC(C)O1 (stereo not drawn)
    4, 6, 6, -3, -15, -2, 1, 0, -1, -3
Cc1cccc(C(=O)Oc2c(Br)cc(Br)cc2/C=N/NC(=O)c2ccncc2)c1
    -1, -11, -25, -7, 5, -18, -16, 2, 10, 0
Cc1ccccc1OCC(=O)NCC(c1cccs1)N1CCOCC1 (stereo not drawn)
    -21, 0, 7, 5, -1, -7, -4, 1, 0, -2
Cc1cc2ccccn2c1C(=S)NC(=O)c1ccccc1
    -10, -7, -34, -8, 0, -46, 8, 2, -4, -1
CCOc1ccc(/C=N/OCC(=O)Nc2ccc(OCc3ccccc3)cc2)cc1OC
    4, 0, -1, -8, 2, -4, -8, 6, 5, -1
O=C(NN1C(=O)C2C(C1=O)C1C=CC2C12CC2)c1cccc(Cl)c1 (stereo not drawn)
    -2, -2, 0, -4, 12, -2, -5, 1, 5, -5
CC1CC(C)(C)CC2(C1)NC(=O)N(CC(=O)N1CCN(Cc3ccc(C#N)cc3)CC1)C2=O (stereo not drawn)
    -4, -2, 0, 10, -10, -4, -4, 3, -7, -8
CCOc1ccccc1NS(=O)(=O)c1ccc(-n2cccn2)cc1
    8, 3, 2, 0, -18, -6, 2, 7, 3, 0
CCN1C(=O)[C@H]2[C@@H](c3ccc(C)cc3)N[C@]3(CCCN(Cc4ccc(Cl)cc4)C3=O)[C@H]2C1=O
    -4, 10, 4, 4, -2, 1, -6, 8, -9, -1
CCOC(=O)Cn1c(=O)oc2cc(S(=O)(=O)NCC3CCCO3)ccc21 (stereo not drawn)
    -4, 0, 0, 0, -1, 2, -3, 6, 1, -1
CCN(C[C@H]1N[C@@](CC)(C(=O)OC)[C@H]2C(=O)N(Cc3ccccc3)C(=O)[C@@H]12)C(=O)c1ccc(C(C)(C)C)cc1
    2, -2, 2, -2, -4, 5, 2, 1, 10, 4
COCCNC(=S)NNC(=O)c1cccs1
    -1, 0, -4, 2, 1, -5, 8, 0, 8, -3
CCCCNC(=O)Cn1cnc2sc(C)c(S(=O)(=O)N3CCN(c4ccccc4OC)CC3)c2c1=O
    -12, -10, -5, 3, 8, -9, 5, -8, -7, -4
COc1ccc(NC(=O)c2cc(C3CCCCN3C(=O)c3ccc(NC(C)=O)cc3)on2)c(C)c1 (stereo not drawn)
    -8, 7, 1, 4, 6, -4, 0, 1, -11, -5
Cc1cccc(OCC(=O)NCC(c2ccco2)N2CCCC2)c1 (stereo not drawn)
    -7, -8, -5, -8, 3, -14, -6, 4, 10, -4
O=C1NC(=S)S/C1=C1\Sc2ccccc2N1CCCS(=O)(=O)O
    3, 5, 3, 8, -21, -4, 6, 1, 0, -3
Cc1ccc(C(=O)CCC2CCCCC2=O)cc1 (stereo not drawn)
    -4, -1, -2, -8, -3, 0, 4, 8, 0, 1
CCN(c1ccccc1)S(=O)(=O)c1ccc(C(=O)Nc2ccccn2)cc1
    1, -3, 0, -8, 7, -4, -1, -4, 3, 1

Nothing new here: 8 of the compounds above.
Second line of a record – ADAM10 inh, Tn7 DDE FP, PLC-gamma1 inh, TDP2 absorb, ASAP1 inh, PLC-beta3 inh, SIAE primary, Tn6 DDE FP, ARFGAP1 inhibitor, ADAM17 inh
CCN(C[C@H]1N[C@@](CC)(C(=O)OC)[C@H]2C(=O)N(Cc3ccccc3)C(=O)[C@@H]12)C(=O)c1ccc(C(C)(C)C)cc1
    2, -2, 2, -2, -4, 5, 2, 1, 10, 4
COCCNC(=S)NNC(=O)c1cccs1
    -1, 0, -4, 2, 1, -5, 8, 0, 8, -3
CCCCNC(=O)Cn1cnc2sc(C)c(S(=O)(=O)N3CCN(c4ccccc4OC)CC3)c2c1=O
    -12, -10, -5, 3, 8, -9, 5, -8, -7, -4
COc1ccc(NC(=O)c2cc(C3CCCCN3C(=O)c3ccc(NC(C)=O)cc3)on2)c(C)c1 (stereo not drawn)
    -8, 7, 1, 4, 6, -4, 0, 1, -11, -5
Cc1cccc(OCC(=O)NCC(c2ccco2)N2CCCC2)c1 (stereo not drawn)
    -7, -8, -5, -8, 3, -14, -6, 4, 10, -4
O=C1NC(=S)S/C1=C1\Sc2ccccc2N1CCCS(=O)(=O)O
    3, 5, 3, 8, -21, -4, 6, 1, 0, -3
Cc1ccc(C(=O)CCC2CCCCC2=O)cc1 (stereo not drawn)
    -4, -1, -2, -8, -3, 0, 4, 8, 0, 1
CCN(c1ccccc1)S(=O)(=O)c1ccc(C(=O)Nc2ccccn2)cc1
    1, -3, 0, -8, 7, -4, -1, -4, 3, 1

(list continues)
Second line of a record – ADAM10 inh, Tn7 DDE FP, PLC-gamma1 inh, TDP2 absorb, ASAP1 inh, PLC-beta3 inh, SIAE primary, Tn6 DDE FP, ARFGAP1 inhibitor, ADAM17 inh
N#Cc1ccsc1NC(=O)COC(=O)c1cc2ccccc2cc1O
    0, 4, -69, 10, -4, -63, -12, -7, -3, -4
O=C(Cn1c(CO)nc2ccccc21)Nc1cc(C(F)(F)F)ccc1N1CCOCC1
    14, 5, 4, -3, 5, 1, 0, 3, -2, -1
O=C(C(=O)N1CCN(c2ccccc2)CC1)c1cccc(Br)c1
    -1, 8, -80, -3, 15, 0, -2, -5, 13, 1
Cc1cc(Cl)ccc1OCC(=O)N1CC(C)CC(C)C1 (stereo not drawn)
    -5, -4, 0, -4, -15, 3, -5, -6, -7, -1
N#CCCn1cc(C(=O)N2CCCCC2)c(-c2ccc([N+](=O)[O-])cc2)n1
    2, 0, 2, -2, -5, 0, 2, 3, -4, -1
CCOC(=O)Nc1ccc(S(=O)(=O)NC2CCCCC2)cc1
    -1, 4, -1, -6, 0, -1, 2, -7, -4, -3
COc1ccc(OCCN(C)C(=O)c2cccc(S(=O)(=O)N(C)c3ccccc3)c2)cc1
    -1, 2, 2, -6, -7, 0, 4, 3, 7, 2
Cc1ccc(C2(c3ccccc3)NC(=O)N(CC(=O)NCc3ccco3)C2=O)cc1C (stereo not drawn)
    9, -7, 1, -17, 13, -3, -6, 3, 0, -2
O=[N+]([O-])c1cccc(C2(O)COc3ccccc3O2)c1 (stereo not drawn)
    2, 0, 7, -16, -19, 1, 2, 2, -2, 1
CC(C)N1CCN(C(=O)c2ccc(OC3CCN(CCc4ccccc4)CC3)cc2)CC1
    5, -2, 2, -10, -9, -2, 0, 4, 2, 0
COC(=O)CCC(=O)NC(=S)Nc1ccc(S(=O)(=O)Nc2cc(OC)nc(OC)n2)cc1
    2, -2, 4, -1, -6, 4, -8, 0, 14, 3
O=C(OCN1C(=O)c2ccccc2C1=O)c1cccs1
    -8, 1, 2, 0, -5, 1, 2, 5, 6, -6
CCOC(=O)CNC(=O)CSc1nc2c(C)cccc2cc1CC
    4, 4, 0, 3, 11, 0, 2, -2, -1, -1
CCOC(=O)C1=C(C)N=c2sc(=Cc3cc(Cl)c(OCC(=O)O)c(Cl)c3)c(=O)n2C1c1cccc(OC)c1 (stereo not drawn)
    3, 0, -5, 9, -2, -10, -31, 3, 0, -2
CN(Cc1ccccc1F)C(=O)c1sccc1-c1ccccc1
    -1, -1, -2, -2, 9, -4, -4, -3, -5, -4
CCOc1ccc(-c2c(C)sc3nc[nH]c(=O)c23)cc1
    -7, 9, -7, -1, -2, -16, -8, 3, -16, -6
COCCCNc1nc(N)c([N+](=O)[O-])c(NCC2CCCO2)n1 (stereo not drawn)
    4, 0, 4, 6, 5, -2, -3, 0, -4, -1
CC(C)c1ccc(NC(=O)c2csnn2)cc1
    -4, -3, 7, 3, -6, 1, 4, -7, 2, 1
COCCN1C=C2C(=O)C(C)(OC(=O)CCc3ccccc3)C(=O)C=C2C=C1c1ccc(C#N)cc1 (stereo not drawn)
    -35, 10, -50, 1, 3, -60, 4, 1, 0, -12
Cc1c(C(=O)Nc2ccccc2)sc2ncn(CC(=O)N3CCCCC3)c(=O)c12
    -6, 3, -2, 5, 1, -9, 0, 6, -9, -1
O=C(NCC1CCCO1)c1c(O)c2cccc3c2n(c1=O)CCC3 (stereo not drawn)
    -13, 2, -1, -11, -2, 0, -7, 4, -9, -4
O=C(Cn1c(=O)n(CCC(=O)N2CCCCC2)c(=O)c2sccc21)NCc1ccccc1
    1, -1, 1, -7, 0, 0, -4, -10, 3, -2
COc1ccc(CCNC(=O)CSc2ccc(-c3ccco3)nn2)cc1
    3, -1, -1, 6, 2, -2, 3, 5, 10, -5
Clc1ccc(-c2nnc3n2CCCC3)cc1Cl
    7, 7, 8, -19, -1, 5, -11, 5, 10, 4
Cc1coc2cc3oc(=O)c(CCC(=O)NCC(=O)O)c(C)c3cc12
    -200, -5, -160, 1, -4, -228, -1, 10, 9, -81
CCN(C(=O)CCc1cn(CC)c2ccccc12)c1ccc(Oc2cccnc2)cc1
    4, -2, 3, -6, -2, -4, 7, -6, 15, 7
COc1ccc(C2Nc3ccccc3C(=O)N2Cc2ccc(C)o2)cc1COc1c(C)cccc1C (stereo not drawn)
    -202, 1, -123, -4, ·, -172, -5, -12, ·, -82
O=c1c2ccccc2nc2ccccn12
    i, 6, i, -6, 10, i, 11, 3, 1, i
C(C#CCCCCCCCCC[n+]1ccccc1)#CCCCCCCCCC[n+]1ccccc1
    -1, -4, 1, -6, ·, 2, -3, -2, ·, 0
CCCCC(=O)Nc1ccc(NC(=O)c2cnccn2)cn1
    13, -5, 2, -1, -3, 1, -2, -3, -9, -1
Cc1ccc(NC(=O)CN(C)CC(=O)Nc2cccc(F)c2)cc1[N+](=O)[O-]
    6, 7, 0, 2, -4, -3, 3, 3, -1, 0

The order is random; about 3.6% have a hit in one of these screens.
